# PPARg SRC-2 ag: PPARgamma-driven SRC-2 recruitment agonism; PPARgamma LBD-SRC-2 recruitment, biochemical; activation, % at 8 µM; 0.34% of 200,000 active; AID 1032; in the data active means activation above about 22%;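 further: 0% = vehicle and 100% = reference agonist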
# STAT3 activator: STAT3 signaling activation; U3A cells, IL-6 STAT3-luciferase reporter, luminescence; 100% = signal with IL-6 EC80 alone; 0.91% of 190,000 active; AID 871; activation (% of control), % at 5.6 µM;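 active means activation above the screen-wide mean of compound activation plus 3 SD, cut at about 130% in these data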;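 further: 0% = background luminescence of wells with medium and substrate only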
#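 Test system: human U3A cells carrying STAT3-luciferase construct; control set: IL-6-only wells as 100% reference; timing: compound pre-incubation 1 h before IL-6, then 6 h stimulation at 37 °C; also added: IL-6 stimulus at 33 ng/mL final; evaluation: % activation versus median of IL-6-stimulated wells; detection: reporter luminescence signal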
# TNAP act hiacc: TNAP (human) activation, high acceptor. 200,000 tested, under 10 active. activation factor at 20 µM. AID 1136. purified TNAP, CDP-star luminescence, 1 M DEA, 30 min; hits give high values; 0 = EDTA background, 1 = DMSO-only activity;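 active means activation factor at least 2 at 20 µM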
# Target sequence (P05186 whole entry, looked up): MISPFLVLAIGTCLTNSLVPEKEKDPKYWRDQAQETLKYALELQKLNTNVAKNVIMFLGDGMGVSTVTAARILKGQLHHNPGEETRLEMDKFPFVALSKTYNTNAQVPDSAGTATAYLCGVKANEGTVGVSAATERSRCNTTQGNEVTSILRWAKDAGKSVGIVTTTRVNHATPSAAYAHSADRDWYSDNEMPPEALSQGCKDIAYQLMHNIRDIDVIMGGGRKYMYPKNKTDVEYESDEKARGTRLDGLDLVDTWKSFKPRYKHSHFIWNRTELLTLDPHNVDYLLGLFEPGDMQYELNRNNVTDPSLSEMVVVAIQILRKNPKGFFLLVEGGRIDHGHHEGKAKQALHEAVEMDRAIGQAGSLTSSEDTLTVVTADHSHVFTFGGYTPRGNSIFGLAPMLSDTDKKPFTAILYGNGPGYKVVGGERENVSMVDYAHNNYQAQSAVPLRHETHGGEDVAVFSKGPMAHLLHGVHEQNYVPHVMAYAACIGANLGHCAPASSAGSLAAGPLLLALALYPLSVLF
#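 Dosing: 20 µM single point. System: human TNAP. Amount: TNAP 1/800 final. Incubation: 30 min, room temperature. Read-out: TNAP activation factor scaled between EDTA and DMSO control wells. Signal: luminescence from CDP-star hydrolysis. Medium: 1 M DEA, pH 9.8, Mg2+, Zn2+. Control set: EDTA negative control, DMSO positive control.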
# TR-FRET SRC-2 ct: TR-FRET artefact, counter-screen to PPARgamma/SRC-2 agonist assay. hits give high values. TR-FRET ratio at 8 µM. 0.4% of 200,000 active. AID 1049; in the data active means TR-FRET ratio above about 2000; further: inactives centre near 1500
# ROMK primary: modulates human ROMK potassium channel activity. B-score at 10 µM. 2% of 130,000 active. Tet-inducible ROMK, thallium flux fluorescence; actives lie on both sides;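 active means signal ratio slope over the read window, or its plate-corrected B-score, at least 3 SD from the plate mean, either direction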;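 further: B-score of the F/F0 ratio slope over 7 to 12 s after thallium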
# Target sequence (P48048 whole entry, looked up): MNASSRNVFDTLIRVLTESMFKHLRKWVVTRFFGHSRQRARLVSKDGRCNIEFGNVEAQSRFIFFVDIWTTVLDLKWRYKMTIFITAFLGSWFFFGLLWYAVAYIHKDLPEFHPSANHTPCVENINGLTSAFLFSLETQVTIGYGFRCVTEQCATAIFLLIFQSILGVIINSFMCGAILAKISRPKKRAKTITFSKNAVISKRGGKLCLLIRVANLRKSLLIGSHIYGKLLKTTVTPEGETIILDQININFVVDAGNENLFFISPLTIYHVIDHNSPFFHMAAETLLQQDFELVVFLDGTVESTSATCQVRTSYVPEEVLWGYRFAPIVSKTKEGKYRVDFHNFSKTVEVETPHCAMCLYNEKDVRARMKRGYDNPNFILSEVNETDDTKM
# PPARg SRC-1 ag: PPARgamma-driven SRC-1 recruitment agonism; P37231; PPARgamma-SRC-1 coactivator recruitment biochemical assay; activation, % at 8 µM; 0.41% of 200,000 active; AID 631; in the data active means activation above about 19%;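 further: 0% = DMSO and 100% = reference agonist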
# bIAP activator: intestinal alkaline phosphatase (bovine) activation; 0.17% of 200,000 active; activation factor at 20 µM; purified bovine IAP, CDP-star luminescence, 30 min; hits give high values; fold of DMSO-control signal, blank-subtracted;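 active means activation factor of 2 or more at 20 µM, a signal rise over negative controls twice the positive control's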
# STAT1 inh: reduces IFN-gamma driven STAT1 reporter signal; NIH 3T3 STAT1-luciferase reporter, luminescence; 0.35% of 200,000 active; inhibition, % at 5.5 µM;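 active means inhibition above a set limit, the mean inhibition across all tested compounds plus 3 SD, cut at about 34% in these data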;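 further: 0% = IFN-gamma with DMSO and 100% = IFN-gamma with 300 µM nifuroxazide; values of inactives mirror those of a sister screen read the other way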
# PPARg SRC3 recr: promotes SRC-3 coactivator recruitment by human PPARgamma | P37231 | biochemical PPARgamma/SRC-3 coactivator recruitment assay | activation, % at 8 µM | 0.26% of 200,000 active | AID 731; in the data active means activation above about 23%;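 further: 0% = DMSO and 100% = reference agonist; some compounds past the cut are filed as inactive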
# STAT3 blocker: reduces IL-6 driven STAT3 reporter signal. 0.89% of 190,000 active. inhibition, % at 5.5 µM. U3A cells, IL-6 STAT3-luciferase reporter, luminescence; host cell line lacks STAT1;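 active means inhibition above the mean inhibition across all screened compounds plus 3 SD, cut at about 44% in these data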;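 further: 0% = DMSO only wells and 100% = 100 µM nifuroxazide control wells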
# bIAP inh: intestinal alkaline phosphatase (bovine) inhibition; purified bovine IAP, CDP-star luminescence, 30 min; inhibition, % at 20 µM; 190,000 tested, under 10 active;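 active means over 50% inhibition of intestinal alkaline phosphatase at 20 µM in the single-dose screen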
#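 test system = bovine IAP enzyme | medium = DEA buffer 100 mM, pH 9.8, with MgCl2 1.0 mM, ZnCl2 0.02 mM | detection = luminescence | dosing = single compound dose of 20 µM, 2% DMSO final | incubation = 30 min reaction at room temperature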
# Active calls of the source: *; · = no result given. The order is random; any-hit rate near 3.7%.
SMILES,PPARg SRC-2 ag,STAT3 activator,TNAP act hiacc,TR-FRET SRC-2 ct,ROMK primary,PPARg SRC-1 ag,bIAP activator,STAT1 inh,PPARg SRC3 recr,STAT3 blocker,bIAP inh
O=C(c1ccc2ccccc2c1)C1CCCN(C(=O)CN2C(=O)CSC2=O)C1 (centres undefined),-5,106,1.1,1593,0.88,9,1,-13,-2,5,4
CCC(c1nnc(SCC(=O)N2CC3(C)CC2CC(C)(C)C3)o1)N(C)C (centres undefined),5,96,1,1520,·,-4,1,-1,3,11,0
COC(=O)c1sccc1NC(=O)c1c(-c2ccccc2)noc1C,6,102,1,1550,·,3,1,-15,-5,-8,3
C=CCn1c(SCC(=O)Nc2cc(C)on2)nc2sc3c(c2c1=O)CCCC3,-9,103,1,1443,-0.83,-5,0.9,-3,-6,2,13
Cc1ccc(Nc2nc(N)nc(CN3CCN(Cc4ccc5c(c4)OCO5)CC3)n2)cc1Cl,7,88,1.1,1594,·,-4,1.1,1,3,20,-8
COc1cc(C(=O)N2CCN(C(=O)CC(C)C)CC2)cc(OC)c1OC,-5,102,1.1,1665,0.27,0,1,5,11,1,0
CCC1=NN(C(=O)c2cccnc2)C(O)(C(F)(F)F)C1 (centres undefined),0,94,1,1706,-0.32,7,1.1,-5,1,6,-11
Cc1ccc(-n2c(N)c(-c3nc4ccccc4n3C)sc2=S)cc1,-4,183*,1,1337,·,-6,1,-2,-5,-94,-5
COc1ccc(C2C/C(=N\O)C(C)(C)O2)cc1 (centres undefined),1,101,1.1,1432,·,-4,1,7,-5,2,4
Cc1ccc(SCC(=O)NCCN2C(=O)CSC2=O)c(C)c1,12,101,1,1622,·,0,0.9,12,16,3,9
Cn1c(SCC(=O)c2ccccc2)nnc1-c1cccc(N)c1,-1,103,1.1,1602,·,-2,1,-29,-10,-2,5
Cc1nc(SCC(O)CO)c([N+](=O)[O-])[nH]1 (centres undefined),7,99,1,1596,·,-2,0.8,-3,18,3,23
Cc1ccc(C2CC(=O)NC(SCC(N)=O)=C2C#N)s1 (centres undefined),-5,98,1.1,1441,-0.8,-5,0.9,8,-2,10,8
CC(C)NC(=O)c1ccccc1NC(=O)CCS(=O)(=O)Cc1ccccc1,5,101,1,1481,·,4,1,9,13,3,4
Nc1nc(NC(=O)c2cccnc2)nn1-c1ccccc1,3,101,1.1,1631,0.95,5,1,-8,7,0,0
Cc1c(C(=O)OCC(=O)Nc2ccc(C(N)=O)cc2)cccc1[N+](=O)[O-],4,85,1,1711,1.1,4,1,1,0,24,-2
COc1ccc(N(CC(=O)N/N=C/c2ccc(OC3CSC3)cc2)S(=O)(=O)c2ccccc2)cc1,3,104,1,1597,0.57,-1,1,-5,-3,-3,2
CCOC(=O)c1ccc(NC(=O)CSc2nc3c(c(=O)n2CC)SC(C)C3)cc1 (centres undefined),-5,101,1,1531,·,-1,1,7,-2,0,2
CCOc1cc(CN2CCOCC2)cc(C(C)=O)c1,-1,105,1,1547,0.79,4,0.9,-4,-3,-2,7
CC(C)(C)n1nc2c(c1NC(=O)c1ccc(Br)o1)CS(=O)C2 (centres undefined),12,98,1,1414,·,3,2.6*,-1,-9,8,-158
O=C(Nc1ncc(Cc2ccc(SC(F)F)cc2)s1)c1ccc(OC(F)F)cc1,-2,112,1,1555,0.55,0,0.9,-6,0,-16,11
Cc1c(-c2cccc(Cl)c2)nc2ccccc2c1C(=O)OC/C(O)=C(\C#N)c1nc2ccccc2[nH]1,4,132,1.1,1625,0.84,2,1.1,10,2,-34,-13
COc1ccc2[nH]c(=O)c(COC(=O)c3ccco3)cc2c1,4,101,1,1530,·,0,0.8,0,6,8,18
Cc1[nH]nc(-c2ccc(O)c(C)c2O)c1Oc1ccccc1,2,88,1.1,1517,-0.77,0,0.4,5,-1,19,·
C=CCOC(=O)Nc1c(C(=O)OC)[nH]c2ccc(Cl)cc12,9,94,1,1511,·,-9,0.9,10,3,12,8
# Continuation.
SMILES,PPARg SRC-2 ag,STAT3 activator,TNAP act hiacc,TR-FRET SRC-2 ct,ROMK primary,PPARg SRC-1 ag,bIAP activator,STAT1 inh,PPARg SRC3 recr,STAT3 blocker,bIAP inh
Cc1ccc(-c2cc(N)n[nH]2)cc1,8,131,1,1493,0.13,-1,0.9,-8,8,-36,10
CC1(C)CC(=O)c2cc(OCC(=O)NCCCN3CCN(c4ccccc4F)CC3)ccc2O1,11,99,1.1,1679,·,6,1,3,0,6,-4
CN(CCO)S(=O)(=O)c1ccc2c(c1)C(=NO)c1cc(S(=O)(=O)N(C)CCO)ccc1-2,-6,97,1,1480,-1,-1,1,0,-1,6,3
Cc1cc(OCCSc2nnc(-c3cccs3)n2C)ccc1Cl,-2,103,1.1,1545,·,2,0.9,1,3,1,12
COc1ccc(OC)c(N2C(=O)CC(Cc3ccc(C)cc3)C2=O)c1 (centres undefined),6,95,1,1679,·,6,0.7,9,4,10,28
CCN1C(=O)/C(=C\N(C)C)NC1=S,2,101,1,1582,·,-1,1,2,0,-2,-2
CN1OC(COC(=O)c2ccc(Cl)cc2Cl)CC1c1ccccc1 (centres undefined),2,97,1.1,1564,·,-6,0.9,6,6,10,9
O=C(/C=C/c1ccccc1[N+](=O)[O-])NCc1cccnc1,6,107,1,1572,·,8,0.9,0,-5,-13,14
COC(=O)CNC(=O)CCCCC(=O)NCC(=O)OC,-2,103,1,1491,·,5,0.9,-5,-1,2,7
Cc1cc2c(cc1C)-c1nnnn1C(C)(C)C2,-8,100,1,1468,·,-4,0.8,-4,-5,0,16
CN(Cc1ccccc1)c1nc2c(c(=O)[nH]c(=O)n2C)n1Cc1ccccc1,4,108,1.1,1533,·,8,0.9,6,13,-9,8
CCOc1ccc2c(O)csc2c1,5,103,1.1,1579,·,6,0.9,-2,-1,1,9
CCOc1ccc(S(=O)(=O)NCc2cccnc2)cc1C,6,85,1,1610,0.18,6,1,19,4,20,3
Cc1ccc(S(=O)(=O)N(C)CC(=O)O/N=C(\N)c2ccc([N+](=O)[O-])cc2)cc1,-3,105,1,1406,-0.75,-1,0.8,-6,-3,-2,24
Cc1cc(C)nc(N2CCN(C(=O)c3ccc(S(=O)(=O)N4CCCCCC4)cc3)CC2)n1,8,93,1,1627,0.63,6,1.1,-2,8,9,-9
Cc1cccc(NC(=O)COc2cccc3c2CCN(C)C3=O)c1,5,94,1,1532,-0.36,4,1.1,4,2,12,-10
CN(C(=O)c1ccccc1Cl)c1ccccc1,12,96,1,1545,0.12,7,0.9,5,6,7,8
O=C(Cc1ccc(Cl)cc1Cl)OCC(=O)c1ccc[nH]1,2,88,1.1,1535,-0.85,5,0.5,7,-1,14,46
CC(=O)C1=C(O)C(=O)N(CCCn2ccnc2)C1c1ccc(Br)cc1 (centres undefined),0,97,1.1,1749,0.024,-4,1.1,2,3,6,-8
CCOC(=O)CCn1c(=O)c2c(nc(Br)n2Cc2ccccc2)n(C)c1=O,13,101,1.1,1501,·,-1,1.1,5,-7,4,-14
O=C(c1ccccc1)N(Nc1ccccc1)c1ccccc1,2,100,1,1478,·,5,0.9,-7,4,2,12
CCCCNC(=O)CCN1N=C(c2ccccc2)CCC1=O,11,97,1,1798,-0.31,13,0.9,6,7,8,5
COc1ccc(S(=O)(=O)c2ccc(OC)c(OC)c2)cc1OC,-1,104,1.1,1504,·,5,1,-2,8,0,-4
O=c1cc(-c2ccccc2)[nH]c2ccc(F)cc12,4,117,1,1442,2.9,0,1,-8,2,-23,1
O=C(NNC(=O)c1cccnc1)NC1CCCCC1,12,108,1,1647,-0.6,19,0.9,-6,8,-7,5
# Next structures
SMILES,PPARg SRC-2 ag,STAT3 activator,TNAP act hiacc,TR-FRET SRC-2 ct,ROMK primary,PPARg SRC-1 ag,bIAP activator,STAT1 inh,PPARg SRC3 recr,STAT3 blocker,bIAP inh
CCN1CC(CN(C)Cc2nc(-c3ccc(Cl)cc3)no2)CC1=O (centres undefined),-3,100,1,1417,0.11,-4,1,2,4,5,1
CCOC(=O)CC1C(=O)NCCN1Cc1cccc(C(F)(F)F)c1 (centres undefined),-11,95,1,1516,·,10,1,4,5,14,-1
COc1cc(C)ccc1OCCCOc1cc(C)ccc1Cl,3,120,·,1455,·,0,·,-9,-6,-12,·
O=C(Cn1c(COc2ccc(Cl)cc2)nc2ccccc21)NCC(F)(F)F,8,104,1,1529,·,2,0.9,-2,2,-6,7
CC(=O)Nc1sc(C)c(C)c1C(=O)OCC(=O)Nc1cc(S(=O)(=O)N2CCCCC2)ccc1Cl,14,94,1,1705,0.75,5,1,11,5,11,1
Nc1c(C(=O)NCc2ccc(Cl)cc2)sc2nc3c(c(C(F)(F)F)c12)CCC3,-1,85,1,1426,·,0,0.9,-5,8,24,5
Cn1c(NC(=O)c2ccc(Cl)cc2)c(-c2ccccn2)c(=O)c2ccccc21,-6,106,1,1610,·,-7,0.9,7,-9,5,14
CCn1c(Cc2cccn2C)nnc1SCC(=O)c1ccc(C)cc1,-5,101,1,1666,0.01,-2,1,-3,7,5,-3
COc1ccc2c(c1)c(=O)oc1cc3occ(C(C)(C)C)c3cc12,10,101,1,1596,-0.15,8,0.8,-4,9,-1,18
COc1ccccc1Nc1c([N+](=O)[O-])cc(C)cc1[N+](=O)[O-],3,119,0.8,1515,-0.4,3,0.7,5,4,-8,27
CCC[N+](CC#Cc1ccccc1)(CCC)CC(=O)OC,-9,89,1,1564,0.26,-3,0.9,3,-5,16,14
COCCn1c(=O)[nH]c(=O)c2cc(C(=O)c3cc(Cl)ccc3O)cnc21,10,102,1,1640,-0.14,16,1.1,-9,6,6,-9
CC(C)(C)NC(=O)NC(=O)COC(=O)Cc1c(Cl)cccc1Cl,5,93,1,1624,-0.59,1,1,3,3,10,2
COc1ccc(CC(=O)Nc2cccc(/C(C)=N/NC(=O)c3cccc([N+](=O)[O-])c3)c2)cc1,-8,95,1,1516,·,5,0.9,-7,-10,11,11

# Pulled by structure from the entries so far:
SMILES,PPARg SRC-2 ag,STAT3 activator,TNAP act hiacc,TR-FRET SRC-2 ct,ROMK primary,PPARg SRC-1 ag,bIAP activator,STAT1 inh,PPARg SRC3 recr,STAT3 blocker,bIAP inh
Cn1c(NC(=O)c2ccc(Cl)cc2)c(-c2ccccn2)c(=O)c2ccccc21,-6,106,1,1610,·,-7,0.9,7,-9,5,14
COc1cc(C)ccc1OCCCOc1cc(C)ccc1Cl,3,120,·,1455,·,0,·,-9,-6,-12,·
CCN1CC(CN(C)Cc2nc(-c3ccc(Cl)cc3)no2)CC1=O (centres undefined),-3,100,1,1417,0.11,-4,1,2,4,5,1
CCn1c(Cc2cccn2C)nnc1SCC(=O)c1ccc(C)cc1,-5,101,1,1666,0.01,-2,1,-3,7,5,-3
CCOC(=O)CC1C(=O)NCCN1Cc1cccc(C(F)(F)F)c1 (centres undefined),-11,95,1,1516,·,10,1,4,5,14,-1

# Assay outcomes deposited in PubChem by several laboratories.
